# Bioassay records from PubChem.
# Pol beta inh – qHTS Assay for Inhibitors of DNA Polymerase Beta; Potency, µM (series often up to 114 µM), inactives show at the top dose activity change, negative = inhibition, most hits filed as inhibitors; Pol beta primer extension/strand displacement, fluorescence kinetic; hit rate 1.3% among 340,000; P06746; further: potency means the concentration at half of the fitted maximal effect; on the % scale 0 is the no-effect control and ±100 the full control effect
#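 Values derive from four-parameter Hill fits of normalized kinetic data: reads at 0 and 10 min following addition of 50 nM substrate to 10 nM Pol beta preincubated 15 min with compound.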
# APE1 inh – qHTS Assay for Inhibitors of the Human Apurinic/apyrimidinic Endonuclease 1 (APE1); AID 2517, 2012; hit rate 0.35% among 350,000; recombinant APE1, TAMRA/BHQ-2 abasic DNA cleavage fluorescence; DNA repair nuclease/redox regulator APEX1 (Homo sapiens), P27695; Potency, µM (series often up to 65.8 µM), without a hit: at the highest dose activity change, negative = inhibition, usual class: inhibitors;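 further: potency means the concentration at half of the fitted maximal effect; plate controls were vehicle for no effect and reference inhibitor for full effect; nearly all actives have a fitted effect of over 55% in size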
#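 Endonuclease cleavage of a quenched abasic-site DNA duplex (50 nM) by APE1 (0.75 nM) was tracked by TAMRA dequenching. Compounds were preincubated with enzyme 15 min at room temperature; data normalized to buffer-only and DMSO wells plus NSC13755 control.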
# 12-LOX inh – Primary qHTS assay for inhibitors of human arachidonate 12S-lipoxygenase (ALOX12): Round 2; Polyunsaturated fatty acid lipoxygenase ALOX12 (Homo sapiens), P18054; AID 1671190, 2021; purified 12hLO, xylenol orange hydroperoxide absorbance; Potency, µM (series often up to 108 µM), for inactives: at the highest dose activity change, negative = inhibition, actives largely listed as inhibitors; hit rate 1.1% among 580,000; further: potency means the concentration at half of the fitted maximal effect; on the % scale 0 is the no-effect control and ±100 the full control effect
#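 Purified human 12hLO (150 nM final) in 25 mM Hepes, 0.01% Triton X-100, pH 7.0 was preincubated 15 min at room temperature with compound. Then 40 uM arachidonic acid was added, 30 min. Hydroperoxide was read by Fe-XO absorbance ratio 573/405 nm.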
# POLH inh – qHTS for Inhibitors of Polymerase Eta. AID 588591, 2011. DNA polymerase eta (Homo sapiens), Q9Y253. hit rate 1.2% among 390,000. Potency, µM (top dose mostly 114 µM), for inactives: top-dose activity change, negative = inhibition, usual class: inhibitors. recombinant Pol eta, fluorescent DNA replication assay; further: potency means the concentration at half of the fitted maximal effect; on the % scale 0 is the no-effect control and ±100 the full control effect
# Target sequence (Q9Y253 whole entry, looked up): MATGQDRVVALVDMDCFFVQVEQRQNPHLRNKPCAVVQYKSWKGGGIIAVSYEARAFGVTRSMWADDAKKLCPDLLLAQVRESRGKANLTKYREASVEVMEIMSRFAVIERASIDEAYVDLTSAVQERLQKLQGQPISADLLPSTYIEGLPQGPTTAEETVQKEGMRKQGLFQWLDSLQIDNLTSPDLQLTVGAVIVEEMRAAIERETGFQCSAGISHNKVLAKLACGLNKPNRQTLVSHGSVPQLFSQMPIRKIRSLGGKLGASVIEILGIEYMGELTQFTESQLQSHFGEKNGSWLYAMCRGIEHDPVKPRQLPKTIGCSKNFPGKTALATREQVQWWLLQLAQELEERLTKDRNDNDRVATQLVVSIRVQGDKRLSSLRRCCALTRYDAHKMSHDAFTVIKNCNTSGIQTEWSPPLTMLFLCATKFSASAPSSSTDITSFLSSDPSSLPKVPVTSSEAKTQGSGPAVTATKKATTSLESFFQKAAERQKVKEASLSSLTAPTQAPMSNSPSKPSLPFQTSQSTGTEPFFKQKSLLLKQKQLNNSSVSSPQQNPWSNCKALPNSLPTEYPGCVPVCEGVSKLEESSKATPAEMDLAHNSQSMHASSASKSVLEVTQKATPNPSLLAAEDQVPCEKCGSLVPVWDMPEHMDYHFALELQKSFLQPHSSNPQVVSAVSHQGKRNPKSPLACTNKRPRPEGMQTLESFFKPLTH
#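 Pol eta (10 nM) was preincubated with compounds for 15 min at room temperature, after which fluorescent replication substrate (50 nM final) was added to start the reaction. Fluorescence was read kinetically at 0 and 10 min.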
# POLK inh – qHTS for Inhibitors of Polymerase Kappa; DNA polymerase kappa (Homo sapiens), Q9UBT6; purified Pol kappa, fluorescent DNA synthesis assay, 10 min; Potency, µM (series often up to 107 µM), for inactives: top-dose activity, negative = inhibition, most hits filed as inhibitors; hit rate 0.53% among 400,000; further: potency means the concentration at half of the fitted maximal effect; on the % scale 0 is the no-effect control and ±100 the full control effect
#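 10 nM Pol kappa was preincubated with compounds for 15 min at room temperature. Reaction started with 50 nM (final) substrate. Fluorescence read kinetically at 0 and 10 min.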
# LDHA block – qHTS assay for inhibitors of human lactate dehydrogenase; L-lactate dehydrogenase A chain (Homo sapiens), P00338; purified LDHA, NADH/diaphorase-resazurin fluorescence; hits give low values; activity change, % (values are at about 110 or 230 µM); hit rate 0.15% among 480,000; AID 1347041, 2019; in the data active means activity change below about -30%; inconclusive means mostly about -25% to -30%;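 further: plate controls were DMSO wells for no effect and wells without enzyme for full effect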
#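 Human LDH5 (2 nM) was incubated with 0.06 mM NADH and 0.2 mM pyruvate for 5 min at room temperature in Tris pH 7.4. Remaining NADH was coupled through diaphorase/resazurin, and resorufin fluorescence was read at 0 and 20 min.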
# Anesthetic bind – qHTS Assay for Identification of Novel General Anesthetics. Ferritin light chain (Equus caballus), P02791. apoferritin/1-aminoanthracene competitive binding, fluorescence. Potency, µM (doses to about 77.5 µM), for inactives: top-dose activity change, negative = displacement, hits mostly inhibitors. hit rate 0.074% among 350,000; further: potency means the concentration at half of the fitted maximal effect; on the % scale 0 is the no-effect control and ±100 the full control effect; nearly all actives have a fitted effect of over 20% in size
# Target sequence (P02791 2-175 limits assumed): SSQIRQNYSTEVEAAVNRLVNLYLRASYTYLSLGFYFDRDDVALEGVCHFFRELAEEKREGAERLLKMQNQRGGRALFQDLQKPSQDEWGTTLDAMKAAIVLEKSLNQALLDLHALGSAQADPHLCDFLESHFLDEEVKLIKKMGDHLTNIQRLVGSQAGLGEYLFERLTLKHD
#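 Probe: 1-aminoanthracene (50% saturated, PBS). Protein: horse-spleen apoferritin, 10 uM. Incubation: 10 min, room temperature. Detection: 380 nm excitation, 535 nm emission. Analysis: normalized response, four-parameter Hill.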
# RGS4 inh – Inhibitors of Regulator of G Protein Signaling (RGS) 4: qHTS. Regulator of G-protein signaling 4 (Homo sapiens), P49798. Transcreener GDP fluorescence polarization, RGS4-accelerated GTP hydrolysis. Potency, µM (highest dose often 114 µM), for inactives: top-dose activity change, negative = inhibition, usual class: inhibitors. hit rate 0.039% among 390,000. AID 504845, 2011; further: potency means the concentration at half of the fitted maximal effect; on the % scale 0 is the no-effect control and ±100 the full control effect; nearly all actives have a fitted effect of over 75% in size; some results filed as inactive show a strong effect at the top dose
# Target sequence (P49798 whole entry, looked up): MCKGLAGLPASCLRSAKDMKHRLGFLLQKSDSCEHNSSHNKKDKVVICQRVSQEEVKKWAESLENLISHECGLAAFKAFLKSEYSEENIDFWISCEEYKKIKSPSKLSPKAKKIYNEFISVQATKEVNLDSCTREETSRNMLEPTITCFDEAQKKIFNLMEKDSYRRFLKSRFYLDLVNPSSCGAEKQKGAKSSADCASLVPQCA
#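 MLSMR compounds (23 nl, pin-transferred) preincubated 10 min at room temperature with a 500nM (2x) first reagent, then RGS4 at 900nM (2x) plus Transcreener GDP mix added; fluorescence polarization (620/688 nm) read before and after 90 min at 30 °C.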
# ERG-DNA inh – qHTS for Small Molecule Inhibitors of the ERG Ets/DNA interaction. AID 624246, 2012. hit rate 0.028% among 370,000. Transcriptional regulator ERG (Homo sapiens), P11308. Potency, µM (titrated, usually from 76.9 µM), inactives show top-dose FP activity, negative = inhibition, usual class: inhibitors. fluorescence polarization, His-ERG Ets domain / labelled DNA; active means well fitted inhibition curve with a large enough effect in the polarisation, with a control signal flat; inconclusive means small, poorly fitted or top-dose-only effect, or effect the other way, or a change in a side signal; inactive means no such curve, though single readings can be large or run the other way; the % refers to the polarisation;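 further: polarization taken with two DNA probes labelled with fluorescein and Texas red; potency means the concentration at half of the fitted maximal effect; % of control where 0% means no effect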
#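 His-tagged ERG Ets domain (1 uM in the protein solution; 300mM KCl, 50mM Tris-HCl, 1mM EDTA, 1mM DTT, pH 7.5) received compound, then a probe mix of 5 nM fluorescein-DNA and 100nM Texas-615-DNA. Fluorescence polarization was read for both dyes.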
# * = called active by the depositor; ? = inconclusive; . = no result given; & = joins results of further samples; [ ] = remark or other dose. Unless noted, the call rests on the fitted dose curve; in most records, active means well fitted curve in the direction sought with a large enough effect; inconclusive means small, poorly fitted or top-dose-only effect, or another doubt; inactive means no such curve, though single readings can be large; an effect the other way counts as inactive or inconclusive. The list is partial; the hit share may differ from the screen's.
SMILES,Pol beta inh,APE1 inh,12-LOX inh,POLH inh,POLK inh,LDHA block,Anesthetic bind,RGS4 inh,ERG-DNA inh
COc1ccc(S(=O)(=O)N(C)CC(=O)N2CCN(c3ccc(F)cc3)CC2)cc1OC,3%,-2%,0%,-16%,-4%,2,-1%,12%,2%
CC1CCCCN1CC(=O)Nc1ccc(Oc2ccccc2)cc1 (centres undefined),-3%,0%,-31%,-4%,5%,-9,?,13%,-1%
Cc1oc(-c2cccc(F)c2)nc1CN1CCCN(C(=O)c2ccco2)CC1,80%,35%,?,-12%,5%,-1,-17%,12%,9%
Cc1cc(C)c(-n2c(SCc3nc4ccccc4s3)n[nH]c2=O)c(C)c1,-19%,-5%,0%,-7%,-9%,-6,-4%,-2%,-5%
O=C(c1cc2cc(Cl)ccc2oc1=O)N1CCCCCCC1,-20%,9%,0%,-7%,-5%,0,-10%,3%,-5%
CCOC(=O)c1ccc2nc(C)c3c(c2c1)OC(C)C3 (centres undefined),-7%,4%,-3%,-12%,-7%,-2,5%,3%,0%
COc1cc(NS(=O)(=O)c2ccc(NC(=S)NC(=O)c3sc4ccccc4c3Cl)cc2)nc(OC)n1,29%,-1%,-24%,-11%,-5%,-11,-11%,-18%,3%
COC(=O)C1=C(Cn2cnc3ccccc32)NC(=O)NC1c1cc(C)ccc1C (centres undefined),0%,-4%,-3%,-11%,-17%,0,-1%,-2%[11.4 µM],?
COc1cc(C2NC(=O)NC(C)=C2C(=O)OC2CCCCC2)cc(Cl)c1O (centres undefined),-14%,35%,-11%,-14%,9%,1,-22%,-28%,14%
Cc1ncc([N+](=O)[O-])n1Cc1ccc(F)cc1,2%,-3%,0%,-15%,4%,-3,-6%,-24%,14%
Cc1ccccc1-c1nc2sc(-c3ccccc3)cc2c(=O)o1,-15%,-3%,-3%,-18%,-13%,1,-5%,2%,-2%
Cc1ccc2nc(-c3ccc(N4CCOCC4)cc3)c(Nc3ccccc3C)n2c1,3%,.,-29%,-6%,-5%,1,240%[activator],14%,2%

# Look-ups from the list:
# 12-LOX inh, `O=C(c1cc2cc(Cl)ccc2oc1=O)N1CCCCCCC1` is entered as 0%
# APE1 inh, `COc1cc(C2NC(=O)NC(C)=C2C(=O)OC2CCCCC2)cc(Cl)c1O` (centres undefined) is entered as 35%
# POLH inh, `CCOC(=O)c1ccc2nc(C)c3c(c2c1)OC(C)C3` (centres undefined) is entered as -12%

# Returning to the listing, starting 2 compounds before the break.
SMILES,Pol beta inh,APE1 inh,12-LOX inh,POLH inh,POLK inh,LDHA block,Anesthetic bind,RGS4 inh,ERG-DNA inh
Cc1ccccc1-c1nc2sc(-c3ccccc3)cc2c(=O)o1,-15%,-3%,-3%,-18%,-13%,1,-5%,2%,-2%
Cc1ccc2nc(-c3ccc(N4CCOCC4)cc3)c(Nc3ccccc3C)n2c1,3%,.,-29%,-6%,-5%,1,240%[activator],14%,2%
CCOC(=O)c1ccccc1N/C=C1\CCCC1=O,0%,-2%,?,-12%,-19%,-6,-9%,-7%,2%
CN(C)c1nc(N)nc(Cn2ccnc2)n1,-9%,20%,-6%,-9%,9%,1,1%,0%,-6%
O=C(COC(=O)/C(=C/c1cccs1)c1cccs1)NC(c1ccccc1)c1ccccc1,?,-3%,-11%,?,-22%,2,2%,-25%,?
CC(NC(=O)COC(=O)c1ccc2ccccc2n1)c1ccccc1 (centres undefined),.,3%,-11%,0%,-2%,-5,.,17%,-3%
CCOC(=O)c1c(-c2ccc(C)cc2)csc1NC(=O)c1cc(=O)c2ccc(C)cc2o1,-2%,.,-7%,-9%,-22%,-5,2%,17%,0%
CCOc1ccc(Oc2ccc(-c3nnc(-c4ccccc4)o3)cc2[N+](=O)[O-])cc1,13%,2%,0%,-11%,-11%,-6,-17%,-8%,2%
Cc1c(Cl)cccc1Nc1nc(N)nc(CSc2ncccn2)n1,-6%,7%,2%,-6%,5%,-4,?,-27%,1%
CCOc1cc(/C=C(\C#N)c2[nH]nc(N)c2C#N)ccc1O,?,-3%,-15%,?,-23%,19,-18%,-34%,1%
O=[N+]([O-])c1ccc(N2CCN(c3cccc(Cl)c3)CC2)nc1,1%,2%,0%,-7%,-1%,-16,-13%,27%,-7%
COc1ccc(C(=O)N[C@H](C(=O)OCC(=O)NC(=O)c2cccn2C)C(C)C)cc1,17%,14%,-6%,-4%,-7%,-11,-3%,20%,2%
Cc1cc(C)n(CC(C)C(=O)O)n1 (centres undefined),?,20%,9%,-3%,5%,-12,0%,18%,-1%
Cc1ccc(O)c(NC(=S)NC(=O)CC(C)C)c1,-6%,10%,?,-20%,-3%,-5,-15%,-18%,3%
COc1ccccc1NC(=S)NC(=O)Cc1ccccc1,.,.,3%,-15%,6%,-6,.,-16%,5%
COc1ccc(C(=O)OC(C)C(=O)NC2CCCCC2C)cc1S(=O)(=O)N1CCOCC1 (centres undefined),.,27%,1%,-12%,-9%,-2,.,-13%,-14%
Cc1ccc(/C=C/C(=O)NC2CCCCCCC2)o1,1%,-4%,-19%,-10%,-15%,8,?,?,2%
O=C(CC(=O)c1ccncc1)c1ccccc1,.,.,-14%,-8%,-5%,8,.,-2%,-1%
Cc1ccc2nc(N(CCCN(C)C)C(=O)c3cc4ccccc4oc3=O)sc2c1,18%,-1%,?,-3%,-2%,-1,3%,-15%,15%
COc1cc(OC)c2c(-c3ccccc3)cc(=O)oc2c1C(CC(=O)N1CCCC1)c1ccc2c(c1)OCO2 (centres undefined),50µM*,?,50µM*,2%,?,1,0%&-14%,-8%&-9%,-2%
O=C(/C=C/c1c(Cl)nc2ccccn12)Nc1ccc(F)cc1,20%,-4%,-5%,3%,4%,-10,-9%,11%,1%
O=C(OCC(=O)c1ccc[nH]1)c1ccc(S(=O)(=O)N2CCCCCC2)cc1,-20%,?,0%,-16%,-12%,-11,?,-22%,1%
Cc1cccc(CC(=O)Nc2cccnc2)c1,1%,28%,-1%,5%,-8%,-12,-9%,14%,-1%
COc1ccc(/C=C/C(=O)OCC(=O)NC(=O)NC(C)(C)C)cc1,4%,22%,-1%,-23%,-3%,0,?,?,0%
CCN(CC)C(=O)[C@H]1C[C@H](CC(=O)NCCCn2ccnc2)C(=O)N2CCc3c([nH]c4cc(CCC(=O)N(C)C)ccc34)[C@]12C,.,31%,-15%,-7%,14%,1,.,-19%,4%
CCn1cc(CNC(=O)/C=C/c2ccc([N+](=O)[O-])cc2)cn1,0%,0%,0%,-14%,-14%,0,-6%,-30%,-9%
CCc1ccc2c(-c3cccc(Cl)c3)nc(=O)n(CC)c2n1,.,1%,216%[activator],.,-11%[60.1 µM],.,.,?,.
CCOc1ccccc1NC(=O)C(=O)CC(=O)c1cccc(OC)c1,12%,19%,-1%,-14%,13%,3,-7%,-17%,-6%
COc1ccccc1Sc1nc(-c2ccccc2)ncc1OC,?,-3%,-4%,-21%,6%,0,0%,4%,-6%
COc1cc(CN2CCN(C(=O)c3cccc4ccccc34)CC2)cc(OC)c1OC,36%,24%,?,2%,-1%,-11,-13%,10%,13%
Cc1cc(C)c(S(=O)(=O)NCc2ccc3c(c2)OCO3)c(C)c1,8%,14%,?,-20%,-8%,-7,-19%,5%,-12%
C=CCNC(=O)c1csc(-c2ccccc2)n1,1%,-4%,-3%,-12%,-2%,-1,-10%,9%,-10%
COCCCn1c(SCC(=O)Nc2cccc(C(=O)OC)c2)nnc1-c1ccncc1,14%,0%,0%,-16%,-5%,-5,-6%,-14%,-5%
O=C(CSc1ccc(Cl)cc1)N1N=CCC1c1ccccc1 (centres undefined),0%,-6%,0%,-9%,-17%,-10,-21%,-5%,-2%
COc1ccc(C(=S)N2CCOCC2)cc1OC(=O)c1cc([N+](=O)[O-])c(C)c([N+](=O)[O-])c1,?,-9%,0%,?,-11%,-3,-4%,-41%,2%
CCOC(=O)N1CCN(Cc2nc3cc(NC(=O)c4cccs4)ccc3n2C)CC1,2%,37%,15%,-10%,-11%,-9,-9%,-1%,-11%
CCOC(=O)c1c(C)[nH]c(C(=O)COC(=O)CNC(=O)c2ccc(Cl)cc2)c1C,29%,-5%,9%,-10%,-8%,-3,-5%,6%,-6%
Cc1ccc(OCc2ccccc2Br)c([N+](=O)[O-])n1,28%,-3%,-20%,-12%,2%,3,-5%,2%,12%
CCc1ccccc1N(C(=O)c1ccco1)C(C(=O)NC1CCCC1)c1cccnc1 (centres undefined),28%,7%,2%,-10%,-7%,0,-17%,23%,5%
COc1cccc(NC(=O)CSc2nc3c(c(=O)n2C)SC(C)C3)c1 (centres undefined),52%,14%,-1%[57.4 µM],-21%,3%,-6,-7%,19%,4%
